TROY NFkB inh – inhibitors of TROY-dependent NF-kB signaling | inhibition, % at 10 µM | hit rate 0.98% among 360,000 | Q293 LMP1-TROYcd NF-kB luciferase reporter, 4 h;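 active = compounds whose plate-normalised and pattern-corrected inhibition of the luciferase reporter signal at the single screening dose is 50% or more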
NR2F2 inh – blocks human COUP-TFII nuclear receptor; hit rate 0.7% among 370,000; HEK293T NGFI-A luciferase reporter, luminescence; inhibition, % at 8.6 µM;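 active = inhibition above a per-plate cutoff, mean inhibition of test wells between control levels plus 3 SD, cut at about 38% in these data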;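 note: cells cotransfected with COUP-TFII expression vector driving the NGFI-A reporter; 0% = median of COUP-TF2 test wells and 100% = reporter-only cells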
Target sequence (P24468 whole entry, looked up): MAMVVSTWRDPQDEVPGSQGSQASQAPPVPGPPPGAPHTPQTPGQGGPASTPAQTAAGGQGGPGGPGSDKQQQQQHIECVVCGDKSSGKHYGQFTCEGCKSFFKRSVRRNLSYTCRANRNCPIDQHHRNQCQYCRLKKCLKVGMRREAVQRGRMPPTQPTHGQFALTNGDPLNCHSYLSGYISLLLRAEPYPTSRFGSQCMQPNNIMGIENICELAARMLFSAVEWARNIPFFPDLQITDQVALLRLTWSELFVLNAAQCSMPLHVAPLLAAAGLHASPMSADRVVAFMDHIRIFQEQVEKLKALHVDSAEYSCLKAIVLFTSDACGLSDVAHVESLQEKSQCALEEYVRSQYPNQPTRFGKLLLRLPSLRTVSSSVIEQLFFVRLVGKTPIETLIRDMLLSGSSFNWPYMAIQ
NOD2 RIPK2 PPI – NOD2-RIPK2 protein interaction inhibition. CHO BLA complementation NOD2-RIPK2, CCF4 ratio. inhibition, % at 4.98 µM. hit rate 0.38% among 360,000. AID 624267; in the data active = inhibition above about 21%;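 note: 0% = vehicle only and 100% = reference blocker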
TLR9-MyD88 block – TLR9-MyD88 interaction inhibition; Q9NR96+Q99836; CHO BLA complementation TLR9-MyD88, CCF4 FRET ratio; inhibition, % at 4.98 µM; hit rate 0.21% among 340,000;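 active = inhibition above the mean over all tested compounds plus 3 SD, cut at about 21% in these data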;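 note: 0% = DMSO only wells and 100% = clavulanate BLA inhibitor control wells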
TRAIL sens C8 – caspase-8 TRAIL sensitization; hit rate 1% among 360,000; NB7+C8 cells + TRAIL, ATPlite viability luminescence; AID 624354; inhibition (viability loss, TRAIL sensitization), % at 10 µM;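 active = compounds causing at least 50% loss of cell viability in the single-dose screen, relative to plate controls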
LRH-1 inv ag – inverse agonists of human LRH-1 (NR5A2) | AID 602396 | inhibition, % at 3.6 µM | hit rate 0.13% among 360,000 | HEK293T StAR-luciferase reporter, LRH-1 transfected, 24 h | O00482;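 active = inhibition above the mean inhibition of all tested compounds plus 3 SD, cut at about 73% in these data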;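 note: 0% = DMSO wells and 100% = reporter-only cells lacking LRH-1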
Target sequence (O00482 whole entry, looked up): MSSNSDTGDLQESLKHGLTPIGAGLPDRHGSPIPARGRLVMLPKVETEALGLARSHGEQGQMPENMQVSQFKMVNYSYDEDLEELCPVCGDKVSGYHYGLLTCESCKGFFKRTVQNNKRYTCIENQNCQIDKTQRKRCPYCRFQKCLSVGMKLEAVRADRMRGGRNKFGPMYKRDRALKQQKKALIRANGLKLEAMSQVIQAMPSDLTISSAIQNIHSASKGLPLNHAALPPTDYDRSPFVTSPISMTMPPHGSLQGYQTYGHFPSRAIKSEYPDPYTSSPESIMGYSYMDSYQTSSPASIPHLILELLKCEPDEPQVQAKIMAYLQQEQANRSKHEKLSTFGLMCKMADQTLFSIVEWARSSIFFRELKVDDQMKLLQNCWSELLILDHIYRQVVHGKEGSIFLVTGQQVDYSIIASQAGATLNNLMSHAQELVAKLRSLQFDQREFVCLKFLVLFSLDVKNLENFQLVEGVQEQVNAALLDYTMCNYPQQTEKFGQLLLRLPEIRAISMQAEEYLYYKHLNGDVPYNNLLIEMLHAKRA
SRC1 inh – inhibits human SRC1 coactivator | Q15788 | HEK293 GAL4-SRC1 luciferase reporter, luminescence | inhibition, % at 3.6 µM | AID 588354 | hit rate 0.12% among 360,000;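 active = inhibition above the campaign mean plus 3 SD, with each screening campaign given its own cutoff, cut at about 60% in these data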;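 note: 0% = DMSO treated cells and 100% = gossypol at 36 µM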
EBV LMP1 NFkB – Epstein-Barr LMP1 NF-kappaB reporter inhibition; LMP1-induced NF-kappaB luciferase reporter cells, luminescence; inhibition, % at 12.5 µM; hit rate 0.69% among 350,000; AID 504558; in the data active = inhibition above about 41%;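 note: 0% = neutral control wells and 100% = reference inhibitor control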
NCOA3 inh – inhibitors of human steroid receptor coactivator 3 (SRC3); Q9Y6Q9; HEK293 GAL4-SRC3 luciferase reporter, luminescence; inhibition, % at 3.6 µM; hit rate 0.17% among 360,000; AID 588352;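 active = inhibition above a per-campaign cutoff, the mean of all compounds plus 3 SD, cut at about 60% in these data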;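 note: 0% = DMSO-treated cells and 100% = gossypol-treated cells at 36 µM; higher means less SRC3-driven luciferase light from the GAL4 reporter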
TWEAK Fn14 block – TWEAK-Fn14 signaling inhibition; inhibition, % at 10 µM; hit rate 2% among 360,000; AID 1159606; TWEAK-stimulated Fn14 reporter cells, luciferase luminescence, 8 h; in the data active = inhibition above about 50%
SRC2 inh – inhibits human steroid receptor coactivator 2. Q15596. HEK293 GAL4-SRC2 luciferase reporter, luminescence. AID 651957. inhibition, % at 9 µM. hit rate 0.17% among 370,000;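 active = inhibition above the mean inhibition of all tested compounds plus 3 SD, set per campaign, cut at about 52% in these data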;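 note: 0% = DMSO treated cells and 100% = cells given Gossypol at 36 µM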
* = called active by the depositor. These rows are one share of the data; count on the stated rates, not on these rows.

`CCOc1ccccc1N1C(=O)CC(N(O)c2ccccc2)C1=O` (centres undefined) gave TROY NFkB inh 10, NR2F2 inh 2, NOD2 RIPK2 PPI 1, TLR9-MyD88 block 2, TRAIL sens C8 -19, LRH-1 inv ag 19, SRC1 inh -49, EBV LMP1 NFkB -9, NCOA3 inh -16, TWEAK Fn14 block 1 and SRC2 inh -15.
Screening COc1cc(Cl)c(S(=O)(=O)NCc2cccnc2)cc1Cl returned TROY NFkB inh 54*, NR2F2 inh 4, NOD2 RIPK2 PPI -2, TLR9-MyD88 block 1, TRAIL sens C8 1, LRH-1 inv ag -22, SRC1 inh 9, EBV LMP1 NFkB 4, NCOA3 inh 10, TWEAK Fn14 block 84* and SRC2 inh 3.
For CCN(CC)C(=O)CN(c1cc(Cl)ccc1OC)S(=O)(=O)c1ccc(C)c([N+](=O)[O-])c1 the results were TROY NFkB inh 3, NR2F2 inh 11, NOD2 RIPK2 PPI -16, TLR9-MyD88 block 6, TRAIL sens C8 -4, LRH-1 inv ag -10, SRC1 inh 14, EBV LMP1 NFkB -9, NCOA3 inh 23, TWEAK Fn14 block 5 and SRC2 inh 12.
`CC(C)(C)OC(=O)N/N=C/c1ccc(N2CCOCC2)s1` gave TROY NFkB inh -19, NR2F2 inh -24, NOD2 RIPK2 PPI -33, TLR9-MyD88 block 3, TRAIL sens C8 -6, LRH-1 inv ag -17, SRC1 inh -25, EBV LMP1 NFkB -23, NCOA3 inh -16, TWEAK Fn14 block -28 and SRC2 inh -22.
`CCOC(=O)c1c(C)nc2sc3c(=O)n(-c4ccc(OC)cc4)cnc3c2c1-c1ccc(OC)cc1` gave NR2F2 inh 9, NOD2 RIPK2 PPI 7, TLR9-MyD88 block -3, TRAIL sens C8 4, LRH-1 inv ag 15, SRC1 inh 2, EBV LMP1 NFkB 5, NCOA3 inh 5, TWEAK Fn14 block 31 and SRC2 inh -12.
CN(C)C(CNC(=O)c1ccc(Br)cc1)c1ccco1 (centres undefined) was read as TROY NFkB inh -6, NR2F2 inh -6, NOD2 RIPK2 PPI -2, TLR9-MyD88 block 3, TRAIL sens C8 5, LRH-1 inv ag -11, SRC1 inh -13, EBV LMP1 NFkB -9, NCOA3 inh -12, TWEAK Fn14 block -16 and SRC2 inh 3.
Screening Cc1cc(C)c(NC(=O)C2CC(=O)N(c3ccc4c(c3)OCCO4)C2)c(C)c1 (centres undefined) returned TROY NFkB inh 13, NR2F2 inh -6, NOD2 RIPK2 PPI 1, TLR9-MyD88 block -5, TRAIL sens C8 8, LRH-1 inv ag 3, SRC1 inh -14, EBV LMP1 NFkB 8, NCOA3 inh -20, TWEAK Fn14 block 42 and SRC2 inh -15.
Screening CCOC(CNC(=O)CN1C(=O)COc2ccc(S(=O)(=O)N3CC(C)CC(C)C3)cc21)OCC (centres undefined) returned TROY NFkB inh -12, NR2F2 inh -14, NOD2 RIPK2 PPI 10, TLR9-MyD88 block -1, TRAIL sens C8 8, LRH-1 inv ag 11, SRC1 inh 3, EBV LMP1 NFkB -7, NCOA3 inh 10, TWEAK Fn14 block -10 and SRC2 inh 1.
`O=C(CCN1C(=O)/C(=C/c2ccccc2Cl)SC1=S)Nc1ccccn1` gave TROY NFkB inh -19, NR2F2 inh 6, NOD2 RIPK2 PPI -4, TLR9-MyD88 block 1, TRAIL sens C8 -12, LRH-1 inv ag 4, SRC1 inh -6, EBV LMP1 NFkB -2, NCOA3 inh 0, TWEAK Fn14 block -6 and SRC2 inh -1.
For Cc1ccsc1-c1ccnc(-n2cccc2)n1 the results were TROY NFkB inh -6, NR2F2 inh -6, NOD2 RIPK2 PPI -1, TLR9-MyD88 block -4, TRAIL sens C8 -27, LRH-1 inv ag 1, SRC1 inh -3, EBV LMP1 NFkB -4, NCOA3 inh -22, TWEAK Fn14 block 1 and SRC2 inh 1.
For C=C1CCC[C@]2(C)C[C@H]3OC(=O)C(CN4CCCCC4CO)[C@H]3CC12 (some centres undefined) the results were TROY NFkB inh 25, NR2F2 inh -4, NOD2 RIPK2 PPI -4, TLR9-MyD88 block 5, TRAIL sens C8 5, LRH-1 inv ag -5, SRC1 inh 14, EBV LMP1 NFkB 91*, NCOA3 inh 24, TWEAK Fn14 block 51* and SRC2 inh -7.
COc1ccc(C2=NN(C(=O)CSc3nc4ncc(Cl)cc4[nH]3)C(c3ccco3)C2)cc1 (centres undefined) was read as TROY NFkB inh -5, NR2F2 inh 8, NOD2 RIPK2 PPI -1, TLR9-MyD88 block 0, TRAIL sens C8 -6, LRH-1 inv ag -1, SRC1 inh -15, EBV LMP1 NFkB -3, NCOA3 inh 12, TWEAK Fn14 block 18 and SRC2 inh -2.
Screening CCOc1cc(C(=O)NCC(=O)N2CCC3(CC2)NCCc2[nH]cnc23)cc(OCC)c1OCC returned TROY NFkB inh 8, NR2F2 inh 13, NOD2 RIPK2 PPI 1, TLR9-MyD88 block 6, TRAIL sens C8 -7, LRH-1 inv ag 14, SRC1 inh -6, EBV LMP1 NFkB -4, NCOA3 inh 14, TWEAK Fn14 block -2 and SRC2 inh -1.
`CCCCn1nnc(NC(=O)C(c2ccccc2)c2ccccc2)n1` gave TROY NFkB inh -10, NR2F2 inh -11, NOD2 RIPK2 PPI 0, TLR9-MyD88 block -7, TRAIL sens C8 5, LRH-1 inv ag 3, SRC1 inh -1, EBV LMP1 NFkB 3, NCOA3 inh 4, TWEAK Fn14 block 10 and SRC2 inh -3.
CCOc1ccc(N2C(=O)CSC2c2ccncc2)cc1 (centres undefined) was read as TROY NFkB inh -4, NR2F2 inh -15, NOD2 RIPK2 PPI -16, TLR9-MyD88 block 1, TRAIL sens C8 -19, LRH-1 inv ag 3, SRC1 inh -10, EBV LMP1 NFkB 22, NCOA3 inh -10, TWEAK Fn14 block -19 and SRC2 inh -26.
`CCO[C@@H]1OC(C(=O)NC2CC2)=C[C@H](c2ccc(C(F)(F)F)cc2)[C@H]1CCCO` gave TROY NFkB inh -19, NR2F2 inh 8, NOD2 RIPK2 PPI -20, TLR9-MyD88 block -8, TRAIL sens C8 0, LRH-1 inv ag -26, SRC1 inh 12, EBV LMP1 NFkB 8, NCOA3 inh -14, TWEAK Fn14 block -1 and SRC2 inh -8.
`CCCc1cc(=O)oc2cc(OCC(=O)NCCCN3CCCC3=O)ccc12` gave TROY NFkB inh 4, NR2F2 inh -14, NOD2 RIPK2 PPI 3, TLR9-MyD88 block 6, TRAIL sens C8 14, LRH-1 inv ag 38, SRC1 inh 1, EBV LMP1 NFkB -6, NCOA3 inh -5, TWEAK Fn14 block -17 and SRC2 inh 28.
`COc1ccc(CCC(=O)NNC(=S)Nc2cccc(C(C)=O)c2)cc1` gave TROY NFkB inh -23, NR2F2 inh 7, NOD2 RIPK2 PPI 6, TLR9-MyD88 block 8, TRAIL sens C8 -4, LRH-1 inv ag 9, SRC1 inh -9, EBV LMP1 NFkB 4, NCOA3 inh 1, TWEAK Fn14 block 1 and SRC2 inh 5.
`O=C(NC1CCCCC1)c1nn2c(C(F)(F)F)cc(-c3ccco3)nc2c1Br` gave TROY NFkB inh -4, NR2F2 inh 19, NOD2 RIPK2 PPI 0, TLR9-MyD88 block 16, TRAIL sens C8 -10, LRH-1 inv ag 1, SRC1 inh 6, EBV LMP1 NFkB -6, NCOA3 inh -8, TWEAK Fn14 block -8 and SRC2 inh 1.
For O=C1c2cccc(NCCNCCO)c2C(=O)c2cccc(NCCNCCO)c21 the results were TROY NFkB inh -6, NR2F2 inh 1, NOD2 RIPK2 PPI -4, TLR9-MyD88 block -3, TRAIL sens C8 64*, LRH-1 inv ag 15, SRC1 inh 18, EBV LMP1 NFkB 10, NCOA3 inh 41, TWEAK Fn14 block 17 and SRC2 inh -187.
For CC(=O)NC(CC(=O)NNC(=O)c1cc2ccccc2cc1O)c1ccccc1 (centres undefined) the results were TROY NFkB inh -3, NR2F2 inh -1, NOD2 RIPK2 PPI -4, TLR9-MyD88 block -3, TRAIL sens C8 8, LRH-1 inv ag 0, SRC1 inh -26, EBV LMP1 NFkB -11, NCOA3 inh -14, TWEAK Fn14 block 8 and SRC2 inh -1.
`Cc1ccc(CN(C(=O)c2ccccc2C)C2CCS(=O)(=O)C2)o1` (centres undefined) gave TROY NFkB inh -2, NR2F2 inh -18, NOD2 RIPK2 PPI -8, TLR9-MyD88 block -6, TRAIL sens C8 6, LRH-1 inv ag 5, SRC1 inh -5, EBV LMP1 NFkB 3, NCOA3 inh 11, TWEAK Fn14 block 3 and SRC2 inh 7.
For CCOCCCn1c(=O)c(NC(=O)c2ccc(OCC)cc2)c2n(c1=S)CCCCC2 the results were TROY NFkB inh -2, NR2F2 inh -9, NOD2 RIPK2 PPI -4, TLR9-MyD88 block -3, TRAIL sens C8 -8, LRH-1 inv ag -11, SRC1 inh -1, EBV LMP1 NFkB 0, NCOA3 inh 13, TWEAK Fn14 block -2 and SRC2 inh -3.
Screening O=C(C1CCN(S(=O)(=O)c2cccs2)CC1)N1CCCC(C(F)(F)F)C1 (centres undefined) returned TROY NFkB inh 11, NR2F2 inh 9, NOD2 RIPK2 PPI -5, TLR9-MyD88 block 1, TRAIL sens C8 -5, LRH-1 inv ag 10, SRC1 inh -13, EBV LMP1 NFkB 1, NCOA3 inh 14, TWEAK Fn14 block 12 and SRC2 inh -8.
For CC(C)(C)OC(=O)N1CCC[C@H]1C(=O)N/N=C/c1cccc2nccnc12 the results were TROY NFkB inh -2, NR2F2 inh 7, NOD2 RIPK2 PPI 10, TRAIL sens C8 13, LRH-1 inv ag -1, SRC1 inh -17, NCOA3 inh -5, TWEAK Fn14 block -3 and SRC2 inh -18.

Reprinted at random: two records from the list.
For CCOCCCn1c(=O)c(NC(=O)c2ccc(OCC)cc2)c2n(c1=S)CCCCC2 the results were TROY NFkB inh -2, NR2F2 inh -9, NOD2 RIPK2 PPI -4, TLR9-MyD88 block -3, TRAIL sens C8 -8, LRH-1 inv ag -11, SRC1 inh -1, EBV LMP1 NFkB 0, NCOA3 inh 13, TWEAK Fn14 block -2 and SRC2 inh -3.
`CCO[C@@H]1OC(C(=O)NC2CC2)=C[C@H](c2ccc(C(F)(F)F)cc2)[C@H]1CCCO` gave TROY NFkB inh -19, NR2F2 inh 8, NOD2 RIPK2 PPI -20, TLR9-MyD88 block -8, TRAIL sens C8 0, LRH-1 inv ag -26, SRC1 inh 12, EBV LMP1 NFkB 8, NCOA3 inh -14, TWEAK Fn14 block -1 and SRC2 inh -8.
